Screening results: PubChem BioAssay, several laboratories
ABHD5 PLIN5 PPI – ABHD5-PLIN5 protein interaction inhibition; 0.78% of 360,000 active; AID 602281; inhibition, % at 4 µM; Split G. princeps luciferase complementation, luminescence, 4 h;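 active = inhibition above the mean inhibition across every tested compound plus 3 SD, cut at about 22% in these data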;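 also: 0% = DMSO only wells and the 100% control is not disclosed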
SRC3 inh – human NCOA3 inhibition. Q9Y6Q9. HEK293 GAL4-SRC3 luciferase reporter, luminescence. inhibition, % at 3.6 µM. 0.17% of 360,000 active;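 active = inhibition above a per-campaign cutoff, the mean of all compounds plus 3 SD, cut at about 60% in these data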;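 also: 0% = DMSO-treated cells and 100% = gossypol-treated cells at 36 µM; higher means less SRC3-driven luciferase light from the GAL4 reporter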
NCOA2 inhibitor – human SRC2 (NCOA2) inhibition; HEK293 GAL4-SRC2 luciferase reporter, luminescence; Q15596; inhibition, % at 9 µM; AID 651957; 0.17% of 370,000 active;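 active = inhibition above the mean inhibition of all tested compounds plus 3 SD, set per campaign, cut at about 52% in these data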;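 also: 0% = DMSO treated cells and 100% = cells given Gossypol at 36 µM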
NCOA1 inh – inhibitors of human steroid receptor coactivator 1 (SRC1); HEK293 GAL4-SRC1 luciferase reporter, luminescence; inhibition, % at 3.6 µM; Q15788; 0.12% of 360,000 active;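 active = inhibition above the campaign mean plus 3 SD, with each screening campaign given its own cutoff, cut at about 60% in these data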;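 also: 0% = DMSO treated cells and 100% = gossypol at 36 µM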
MC4R ag barr – agonists of human melanocortin 4 receptor (MC4R) beta-arrestin; P32245; 0.98% of 360,000 active; U2OS MC4R beta-arrestin complementation, luminescence; percent of melanotan II response, DMSO zero; activation, % at 8.9 µM; AID 540308;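 active = activation above a per-plate cutoff, the mean activation of sample wells on that plate plus 3 SD, cut at about 8% in these data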
Target sequence (P32245 whole entry, looked up): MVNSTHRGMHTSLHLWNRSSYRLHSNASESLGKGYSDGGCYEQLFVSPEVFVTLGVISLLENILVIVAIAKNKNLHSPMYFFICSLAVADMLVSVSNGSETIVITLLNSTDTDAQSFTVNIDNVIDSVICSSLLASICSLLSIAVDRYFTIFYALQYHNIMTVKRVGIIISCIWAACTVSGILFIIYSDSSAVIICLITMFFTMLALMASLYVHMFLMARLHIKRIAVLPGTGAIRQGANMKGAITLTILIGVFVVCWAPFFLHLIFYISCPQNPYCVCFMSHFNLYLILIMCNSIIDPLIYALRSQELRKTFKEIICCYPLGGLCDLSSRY
COUP-TFII inh – inhibitors of human COUP-TFII (NR2F2). P24468. HEK293T NGFI-A luciferase reporter, luminescence. inhibition, % at 8.6 µM. 0.7% of 370,000 active;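 active = inhibition above a per-plate cutoff, mean inhibition of test wells between control levels plus 3 SD, cut at about 38% in these data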;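 also: cells cotransfected with COUP-TFII expression vector driving the NGFI-A reporter; 0% = median of COUP-TF2 test wells and 100% = reporter-only cells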
NOD2-RIPK2 inh – blocks binding of human NOD2 to RIPK2. 0.38% of 360,000 active. CHO BLA complementation NOD2-RIPK2, CCF4 ratio. AID 624267. O43353. inhibition, % at 4.98 µM; in the data active = inhibition above about 21%;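 also: 0% = vehicle only and 100% = reference blocker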
LRH-1 inv ag – suppresses constitutive activity of human LRH-1. O00482. HEK293T StAR-luciferase reporter, LRH-1 transfected, 24 h. inhibition, % at 3.6 µM. 0.13% of 360,000 active;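 active = inhibition above the mean inhibition of all tested compounds plus 3 SD, cut at about 73% in these data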;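 also: 0% = DMSO wells and 100% = reporter-only cells lacking LRH-1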
Target sequence (O00482 whole entry, looked up): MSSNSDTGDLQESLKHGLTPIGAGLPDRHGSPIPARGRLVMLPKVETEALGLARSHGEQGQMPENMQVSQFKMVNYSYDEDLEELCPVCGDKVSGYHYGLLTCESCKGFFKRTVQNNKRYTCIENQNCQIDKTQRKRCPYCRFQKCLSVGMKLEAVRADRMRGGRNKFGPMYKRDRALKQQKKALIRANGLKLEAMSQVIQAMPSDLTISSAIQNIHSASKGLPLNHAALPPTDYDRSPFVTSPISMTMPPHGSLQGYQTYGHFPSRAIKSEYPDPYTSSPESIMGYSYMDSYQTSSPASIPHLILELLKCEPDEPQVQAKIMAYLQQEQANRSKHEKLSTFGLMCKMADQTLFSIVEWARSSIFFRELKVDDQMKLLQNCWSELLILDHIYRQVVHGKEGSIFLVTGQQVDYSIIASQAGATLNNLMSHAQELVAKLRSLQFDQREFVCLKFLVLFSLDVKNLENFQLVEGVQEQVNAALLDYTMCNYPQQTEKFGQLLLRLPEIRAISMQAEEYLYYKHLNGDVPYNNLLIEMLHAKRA
TLR9-MyD88 inh – TLR9-MyD88 interaction inhibition; Q9NR96+Q99836; CHO BLA complementation TLR9-MyD88, CCF4 FRET ratio; inhibition, % at 4.98 µM; 0.21% of 340,000 active; AID 504734;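 active = inhibition above the mean over all tested compounds plus 3 SD, cut at about 21% in these data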;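 also: 0% = DMSO only wells and 100% = clavulanate BLA inhibitor control wells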
EBV LMP1 NFkB – inhibitors of Epstein-Barr LMP1-induced NF-kappaB reporter; LMP1-induced NF-kappaB luciferase reporter cells, luminescence; AID 504558; 0.69% of 350,000 active; inhibition, % at 12.5 µM; in the data active = inhibition above about 41%;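 also: 0% = neutral control wells and 100% = reference inhibitor control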
MC4R antagonist – blocks human MC4R cAMP signaling | MC4R-expressing cells, MTII-stimulated cAMP, LANCE TR-FRET | inhibition, % at 6.5 µM | 0.48% of 360,000 active | AID 540295;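 active = inhibition above its plate's cutoff, the mean of tested wells on that plate plus 3 SD, cut at about 29% in these data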;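 also: 0% = Melanotan II alone and 100% = Melanotan II plus saturating MCL0020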
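Assay system: U2OS-MC4R stable cell line; Also added: Melanotan II; Technique: Eu-cAMP/anti-cAMP TR-FRET, emission 671 nm; Times: 30-min compound, 1-h challenge, 1-h detection, room temperature.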
The depositor's hits bear a star; . = not tested or not shown; & = joins results of further samples. An excerpt; the hit share may differ from the screen's.

The first 4 records, ahead of the listing:
| # | canonical_smiles | ABHD5 PLIN5 PPI | SRC3 inh | NCOA2 inhibitor | NCOA1 inh | MC4R ag barr | COUP-TFII inh | NOD2-RIPK2 inh | LRH-1 inv ag | TLR9-MyD88 inh | EBV LMP1 NFkB | MC4R antagonist |
| --- | --- | --- | --- | --- | --- | --- | --- | --- | --- | --- | --- | --- |
| 1 | Cc1nnc(SCCCn2c(N3CCCCC3)nc3c2c(=O)[nH]c(=O)n3C)s1 | -4 | 15 | -32 | -3 | -2.6 | -7 | -7 | 8 | 5 | -5 | 10 |
| 2 | Clc1ccc2c(NCc3ccco3)ncnc2c1 | 4 | 10 | 9 | -8 | -1.7 | 13 | -4 | 11 | -2 | 7 | 2 |
| 3 | Cc1ccc(-c2nc(C#N)c(N3CCC(C)CC3)o2)cc1 | 3 | -2 | -8 | 11 | 0.8 | 7 | -11 | 7 | -5 | . | -3 |
| 4 | Nc1cc(=O)nc(SCC(=O)N(C2CCCCC2)C2CCCCC2)n1-c1ccccc1 | 10 | 5 | -3 | 2 | 1.1 | 11 | -13 | 4 | -7 | -10 | 2 |

The whole of this part, repeating the preview:
| # | canonical_smiles | ABHD5 PLIN5 PPI | SRC3 inh | NCOA2 inhibitor | NCOA1 inh | MC4R ag barr | COUP-TFII inh | NOD2-RIPK2 inh | LRH-1 inv ag | TLR9-MyD88 inh | EBV LMP1 NFkB | MC4R antagonist |
| --- | --- | --- | --- | --- | --- | --- | --- | --- | --- | --- | --- | --- |
| 1 | Cc1nnc(SCCCn2c(N3CCCCC3)nc3c2c(=O)[nH]c(=O)n3C)s1 | -4 | 15 | -32 | -3 | -2.6 | -7 | -7 | 8 | 5 | -5 | 10 |
| 2 | Clc1ccc2c(NCc3ccco3)ncnc2c1 | 4 | 10 | 9 | -8 | -1.7 | 13 | -4 | 11 | -2 | 7 | 2 |
| 3 | Cc1ccc(-c2nc(C#N)c(N3CCC(C)CC3)o2)cc1 | 3 | -2 | -8 | 11 | 0.8 | 7 | -11 | 7 | -5 | . | -3 |
| 4 | Nc1cc(=O)nc(SCC(=O)N(C2CCCCC2)C2CCCCC2)n1-c1ccccc1 | 10 | 5 | -3 | 2 | 1.1 | 11 | -13 | 4 | -7 | -10 | 2 |
| 5 | CCCCN1C(=O)CC(Nc2ccc(CC)cc2)C1=O (configuration not stated) | 2 | -17 | -5 | -21 | -2.4 | -18 | -9 | -25 | -6 | -39 | 1 |
| 6 | CCOCc1nnc(NC(=O)c2cc(OC)cc(OC)c2)s1 | -6 | 14 | 11 | -10 | -1.1 | 22 | 0 | 6 | 9 | 1 | 12 |
| 7 | Cc1nc(C)n(CC(O)COc2ccc3c(c2)CCC3)n1 (configuration not stated) | 7 | 16 | -8 | 4 | -2.4 | 12 | -6 | -19 | -4 | 8 | 5 |
| 8 | O=C(CSc1nnc(-c2cccs2)n1-c1ccccc1)NCC1CCCO1 (configuration not stated) | 4 | 13 | 0 | -4 | -2.2 | -11 | -10 | 16 | -12 | 3 | -1 |
| 9 | CCc1ccccc1NC(=O)NNC(=O)c1ccc2ccccc2c1O | 1 | 8 | 2 | -14 | -3.2 | -8 | -5 | 9 | 3 | -1 | -4 |
| 10 | Nc1nc(-c2cc(-c3ccccc3)no2)cs1 | -6 | -124 | -49 | -51 | 0.3 | -41 | 0 | -126 | 0 | -24 | 1 |
| 11 | COc1ccc(N2CSC3=C(C#N)C(c4cc(OC)c(OC)cc4OC)CC(=O)N3C2)c(OC)c1 (configuration not stated) | -26 | -25 | 19 | 7 | -1.4 | 4 | 3 | -3 | -7 | -8 | -8 |
| 12 | C[C@@H](NC(=O)c1nc[nH]c1C(=O)NCC(=O)OCc1ccccc1)c1ccccc1 | 2 | 11 | -12 | 3 | 0.7 | 6 | 2 | 3 | -9 | -4 | 14 |
| 13 | Nc1cc(N)nc(SCc2cccnc2)n1 | 5 | 5 | -15 | 3 | -1.1 | -7 | 8 | -34 | 0 | 19 | 5 |
| 14 | O=C(Nc1ccc2oc(=O)ccc2c1)c1cc2ccccc2o1 | 3 | -76 | -72 | -92 | -2.7 | -35 | -12 | -122 | -2 | -34 | 6 |
| 15 | COc1ccccc1CNC(=O)C(=O)NCC1OCCCN1S(=O)(=O)c1ccc(F)cc1C (configuration not stated) | -11 | -8 | -20 | -14 | -2.2 | 15 | -7 | 5 | 0 | -11 | 8 |
| 16 | Cc1ccsc1/C=N/N=C1\C(=O)Nc2ccccc21 | -2 | -34 | -39 | -47 | -1.8 | -32 | 3 | -39 | 2 | -14 | -4 |
| 17 | Cc1ccc(Nc2nc3ccccc3o2)cc1F | -9 | -75 | -49 | -120 | 4.3 | -59 | -10 | -142 | -1 | -21 | 10 |
| 18 | O=C(NC1CCCC1)c1cc(-c2ccccc2)nc2ccccc12 | 1 | 4 | -6 | -3 | -1.1 | -11 | -11 | 9 | -4 | 8 | 13 |
| 19 | Cc1ccc(S(=O)(=O)N2CCOCC2)cc1NC(=O)CNCc1ccc(Cl)cc1Cl | -4 | -7 | -12 | 0 | -2.1 | 16 | 10 | 22 | 10 | 3 | 8 |
| 20 | Cc1ccc(C)c(N2CCN(C(=O)CN3C(=O)c4ccccc4C3=O)CC2)c1 | -4 | 14 | -15 | 0 | -2.5 | -4 | 5 | -13 | -2 | -2 | -3 |
| 21 | Cc1nonc1C(=O)N/N=C/c1ccc(O)cc1 | -2 | -13 | 0 | -41 | -2.3 | -23 | -9 | -31 | -1 | -11 | 4 |
| 22 | COc1ccc(Nc2nc(N3CCOCC3)nc(N3CCOCC3)n2)cc1Cl | 10 | -8 | 12 | -4 | -2.0 | -4 | 2 | 12 | -3 | -5 | 8 |
| 23 | OC(CN1CCN(c2ccc(F)cc2)CC1)c1ccc(Cl)cc1 (configuration not stated) | 0 | -2 | -5 | 8 | 4.3 | -18 | -7 | -4 | 7 | 2 | 8 |
| 24 | COc1cc(CNCCO)ccc1OC1CCCC1 | -1 | 4 | 6 | 5 | 0.0 | 6 | -21 | -1 | -1 | -2 | 19 |
| 25 | CN1CCN(c2ccc([N+](=O)[O-])cc2C(=O)c2ccc(Cl)cc2)CC1 | 1 | 21 | 0 | 18 | 1.3 | -6 | 9 | 29 | -3 | 2 | -6 |
| 26 | CCOC(=O)C1CCN(C(=O)C2CCN(S(=O)(=O)CC)CC2)CC1 | 3 | -13 | 4 | 19 | -1.0 | -4 | -7 | -5 | 1 | 4 | 10 |
| 27 | O=C(O)CC(=O)Nc1ccc(Oc2ccc(C(F)(F)F)cn2)c(Cl)c1 | 15 | 19 | -5 | -4 | 0.5 | -19 | 0 | 17 | 1 | -10 | -5 |
| 28 | CC(C)(C)c1cc(C(=O)N2CCc3ccccc32)ccn1 | 10 | 16 | -10 | -4 | 2.0 | 10 | -15 | 13 | 0 | -3 | -8 |
| 29 | O=C(Nc1cccc(O)c1)N1CCOCC1 | 1 | 12 | -5 | 1 | -0.3 | -12 | -5 | 1 | 4 | -6 | 6 |
| 30 | CCOC(=O)c1nnn(-c2nonc2N)c1CN(CC)c1ccccc1 | -1 | 4 | 6 | 15 | -1.5 | 6 | -8 | -1 | 0 | -2 | 3 |
| 31 | CCOC(=O)Cc1csc(NC(=O)c2c(C)noc2C)n1 | 2 | 10 | 11 | 14 | -1.1 | -10 | 7 | 17 | 5 | . | 0 |
| 32 | Cc1cccc(C)c1OCC(=O)N(Cc1cccs1)C1CCS(=O)(=O)C1 (configuration not stated) | 2 | 33 | 2 | -20 | -0.3 | 21 | -4 | 3 | 3 | 6 | 9 |
| 33 | O=C(CCCCCN1C(=O)c2ccccc2C1=O)NCc1ccco1 | 1 | -16 | 1 | -15 | -1.5 | 4 | 1 | 2 | -13 | 6 | 1 |
| 34 | O=c1c2ccccc2c(/C=N/c2ncn[nH]2)c(O)n1Cc1ccccc1 | 0&-6 | -3&13 | 22&8 | -10&2 | 0.6&2.0 | 5&-4 | 5&3 | 6&2 | -2&4 | -7&0 | -4&6 |
| 35 | CC1=C(C(=O)N2CCOCC2)C(c2cccc(C)c2)NC(=S)N1 (configuration not stated) | 1 | 15 | 3 | -30 | -0.6 | 14 | -10 | 13 | -3 | 10 | 9 |
| 36 | CCc1ccc2[nH]c(O)c(N=Nc3nc(-c4ccccc4)cs3)c2c1 | -8 | -18 | 8 | 4 | -3.9 | -5 | 0 | 8 | 8 | 9 | -4 |
| 37 | CCc1cccc(C)c1NC(=O)COC(=O)Cc1ccccc1 | 1 | 2 | 14 | -6 | -0.5 | 6 | -5 | -8 | 4 | -3 | 3 |
| 38 | O=C(c1ccccc1[N+](=O)[O-])N1CCN(c2ccc(N3CCOCC3)nn2)CC1 | 3 | -10 | 2 | -1 | 1.4 | 17 | -2 | -21 | -4 | -1 | 16 |
| 39 | CCOCCCN(CCC#N)S(=O)(=O)c1ccc(S(=O)(=O)N2CCCC2)cc1 | 5 | 11 | -2 | 16 | -0.2 | -13 | -11 | 4 | 14 | -9 | 15 |
| 40 | CCOC(=O)C[C@H]1c2ccc(C(F)(F)F)cc2S(=O)(=O)N1c1ccccc1 | 5 | -8 | -29 | -5 | 2.7 | -7 | -4 | -9 | 2 | -3 | 12 |
| 41 | Cc1ccc(C(=O)CNc2ccc(C)cc2C)cc1 | 2 | -21 | -16 | -12 | 0.4 | -3 | -11 | 17 | -2 | -10 | 0 |
| 42 | O=C(CSc1ncn[nH]1)N/N=C/c1ccc(Br)cc1 | 6 | 0 | -9 | 7 | -3.1 | -8 | 0 | 18 | 6 | -6 | -2 |
| 43 | COc1ccc(C(C#N)Nc2ccc(C)cc2)cc1 (configuration not stated) | -3 | -5 | -37 | -20 | 0.4 | -36 | 10 | -20 | -6 | -3 | 18 |
| 44 | CCn1c(SCCC(=O)O)nnc1-c1cccnc1 | -3 | 18 | 2 | -9 | -2.0 | 11 | -12 | -3 | 10 | -4 | -5 |
| 45 | O=C(/C=C\Nc1cccc(F)c1)c1cccs1 | -5 | -185 | -51 | -118 | -0.3 | -37 | 7 | -130 | -2 | -50 | -1 |
| 46 | CC(C)C(c1nnnn1C1CCCC1)N1CCN(C(=O)c2ccco2)CC1 (configuration not stated) | -14 | -1 | -7 | -18 | -0.4 | 10 | -14 | 2 | -13 | 5 | -1 |
| 47 | Cn1c(=O)oc2cc(S(=O)(=O)NC3CCCCCCC3)ccc21 | 7 | 6 | 0 | -3 | -0.6 | -1 | -9 | 7 | 3 | 0 | -6 |

Record cards (already shown). Values in the order: ABHD5 PLIN5 PPI	SRC3 inh	NCOA2 inhibitor	NCOA1 inh	MC4R ag barr	COUP-TFII inh	NOD2-RIPK2 inh	LRH-1 inv ag	TLR9-MyD88 inh	EBV LMP1 NFkB	MC4R antagonist
CN1CCN(c2ccc([N+](=O)[O-])cc2C(=O)c2ccc(Cl)cc2)CC1 is entered as 1	21	0	18	1.3	-6	9	29	-3	2	-6
O=C(CSc1ncn[nH]1)N/N=C/c1ccc(Br)cc1 is entered as 6	0	-9	7	-3.1	-8	0	18	6	-6	-2
Clc1ccc2c(NCc3ccco3)ncnc2c1 is entered as 4	10	9	-8	-1.7	13	-4	11	-2	7	2
